High-throughput results: PubChem BioAssay, several laboratories
Glyco luc inh = blocks N-linked glycosylation in D54 reporter cells. D54 ERlucT glycosylation luciferase reporter, 24 h; percent of 100 nM tunicamycin response. reporter increase, % at 12.5 µM. 360,000 tested, 0.23% active. AID 588692;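 active = mean luciferase reporter signal, scaled so untreated is 0 and the glycosylation-blocking control 100, at or above a set limit in every replicate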;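 also: luciferase carries N-glycosylation sites so blocking glycosylation raises the light; 0% = median of neutral control wells and 100% = median of 100 nM tunicamycin wells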
Cardio protect = myocardial damage modulation in H9c2 cells | H9c2 cardiomyocytes, H2O2 injury protection, ATPLite, 2 h | protection from H2O2 cell death, % at 20 µM | 360,000 tested, 0.63% active | AID 588492;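 active = compounds giving at least 50% protection of heart cells from peroxide-induced death in the single-dose screen, raw or plate-pattern-corrected value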;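 also: 0% = DMSO wells with peroxide and 100% = DMSO wells without peroxide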
ABHD5 PLIN5 PPI = blocks binding of human ABHD5 to perilipin-5 | Q00G26+Q8WTS1 | Split G. princeps luciferase complementation, luminescence, 4 h | inhibition, % at 4 µM | 360,000 tested, 0.78% active | AID 602281;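 active = inhibition above the mean inhibition across every tested compound plus 3 SD, cut at about 22% in these data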;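 also: 0% = DMSO only wells and the 100% control is not disclosed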
Exocytosis inh = blocks lytic granule exocytosis; TALL-104 LAMP-1 surface exposure, flow cytometry; cells stimulated with thapsigargin and PMA; inhibition, % at 10 µM; 360,000 tested, 0.66% active;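 active = inhibition above about 55%, limit read from the data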
MC4R ag barr = human MC4R agonism via beta-arrestin; P32245; U2OS MC4R beta-arrestin complementation, luminescence; percent of melanotan II response, DMSO zero; activation, % at 8.9 µM; 360,000 tested, 0.98% active; AID 540308;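 active = activation above a per-plate cutoff, the mean activation of sample wells on that plate plus 3 SD, cut at about 8% in these data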
Target sequence (P32245 whole entry, looked up): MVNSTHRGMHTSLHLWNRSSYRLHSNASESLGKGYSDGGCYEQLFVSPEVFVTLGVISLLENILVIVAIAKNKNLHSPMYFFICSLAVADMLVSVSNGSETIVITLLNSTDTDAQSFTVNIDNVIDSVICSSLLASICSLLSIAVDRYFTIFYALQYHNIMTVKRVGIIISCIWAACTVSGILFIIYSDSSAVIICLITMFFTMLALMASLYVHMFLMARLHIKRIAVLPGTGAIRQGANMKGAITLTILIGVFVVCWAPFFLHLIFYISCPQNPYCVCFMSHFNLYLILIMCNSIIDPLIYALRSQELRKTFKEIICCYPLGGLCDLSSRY
hiPSC survival = enhancers of human iPSC single-cell survival. 360,000 tested, 0.044% active. AID 602274. hiPSC single-cell survival, ATPlite luminescence; 100% = ROCK inhibitor wells, 0% = DMSO. survival enhancement, % at 20 µM; in the data active = survival enhancement above about 18%;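 also: cells exposed to compounds for 16 hours before the ATP read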
MC4R antagonist = antagonists of human melanocortin 4 receptor (MC4R); P32245; MC4R-expressing cells, MTII-stimulated cAMP, LANCE TR-FRET; inhibition, % at 6.5 µM; 360,000 tested, 0.48% active; AID 540295;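 active = inhibition above its plate's cutoff, the mean of tested wells on that plate plus 3 SD, cut at about 29% in these data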;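 also: 0% = Melanotan II alone and 100% = Melanotan II plus saturating MCL0020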
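Test system: U2OS cells stably expressing human melanocortin 4 receptor (MC4R); also added: Melanotan II challenge; compound: 6.5 µM single dose; timing: 30-min compound preincubation, 1-h Melanotan II challenge, 1-h detection, room temperature; signal: Eu-cAMP/anti-cAMP TR-FRET, emission 671 nm; repeats: one well per compound, no replicates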
m5-HT2A agonist = agonists of mouse serotonin 5-HT2A receptor (HTR2A) | 360,000 tested, 0.66% active | CHO-K1 mHTR2A beta-arrestin complementation, luminescence; percent of 30 µM serotonin response | activation, % at 7.6 µM;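 active = activation above a run cutoff, the mean activation of all tested compounds plus 3 SD, cut at about 14% in these data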;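 also: 0% = plate median of compound wells and 100% = 30 µM serotonin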
Target sequence (P35363 whole entry, looked up): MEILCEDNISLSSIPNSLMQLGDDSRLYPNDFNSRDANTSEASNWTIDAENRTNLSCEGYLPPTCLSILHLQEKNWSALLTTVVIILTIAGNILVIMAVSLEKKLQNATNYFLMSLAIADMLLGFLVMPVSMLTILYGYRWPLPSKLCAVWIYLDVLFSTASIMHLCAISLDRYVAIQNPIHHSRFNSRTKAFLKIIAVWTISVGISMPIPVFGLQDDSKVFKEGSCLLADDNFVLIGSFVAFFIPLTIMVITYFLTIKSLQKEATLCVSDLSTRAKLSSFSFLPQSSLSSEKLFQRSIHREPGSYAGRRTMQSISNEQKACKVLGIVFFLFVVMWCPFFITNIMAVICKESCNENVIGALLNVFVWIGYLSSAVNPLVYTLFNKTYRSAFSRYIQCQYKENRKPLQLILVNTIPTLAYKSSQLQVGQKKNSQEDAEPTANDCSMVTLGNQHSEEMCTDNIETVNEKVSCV
aDG glyco act = increases alpha dystroglycan glycosylation | Pro5-aDG cells, alpha-DG glycosylation AlphaScreen (IIH6); 0% Pro5, 100% B10-LARGE cell signal | activation, % at 10 µM | 360,000 tested, 0.22% active;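 active = activation of at least 8% versus controls, or a plate z-score of at least 8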;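 also: Pro5 are CHO cells carrying HIG-tagged alpha-DG that lacks glycosylation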
ABCB6 inh MLPCN = blocks the human ABCB6 transporter. 360,000 tested, 0.19% active. fluorescence ratio to DMSO, % at 10 µM. AID 602162. K562-ABCB6 porphyrin accumulation, flow cytometry, 1 h; active compounds read low;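 active = fluorescence ratio to DMSO below 75%, the collection mean minus 3 SD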;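 also: signal is porphyrin accumulated inside mitochondria; 100% equals median channel fluorescence of DMSO control wells; lower ratio means ABCB6 inhibition with less porphyrin fluorescence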
Numbers without * were called inactive; / = not tested or not shown.

SMILES	Glyco luc inh	Cardio protect	ABHD5 PLIN5 PPI	Exocytosis inh	MC4R ag barr	hiPSC survival	MC4R antagonist	m5-HT2A agonist	aDG glyco act	ABCB6 inh MLPCN
CC1CCN(S(=O)(=O)c2ccc(NC(=O)CSc3nnnn3C)cc2)CC1	-2	0	-2	-1	-0.7	-2.3	-2	-1	0.3	92
Cc1nnc(NC(=O)c2ccc3nccnc3c2)s1	2	2	0	-1	-4.4	-0.5	12	2	0.0	102
CC(=O)N1CCN(C(=S)c2ccc(Cl)cc2)CC1	1	7	0	-6	0.0	-0.5	6	-3	-0.2	99
CC(=O)Nc1ccc(NC(=O)Cc2ccc(S(=O)(=O)N3CCCCC3)s2)cc1	0	-7	-1	-1	-4.2	1.2	13	-6	-0.2	94
CC(=O)N(c1ccccc1Cl)S(=O)(=O)c1ccc(Cl)cc1	2	4	-2	-4	-3.1	-0.6	4	-6	0.1	94
O=C(O)C1C2CCC(C2)C1C(=O)NCc1ccccn1 (stereo not drawn)	1	1	-1	-1	1.9	8.5	-9	2	-0.4	103
COc1ccc(-c2nc(=S)c3c(n2CCN2CCOCC2)CC(C)(C)OC3)cc1	1	2	-5	2	1.5	-3.6	8	0	0.1	99
O=S(=O)(NCC1CCCO1)c1ccc(-c2ccc(Cl)cc2)cc1 (stereo not drawn)	-2	-20	-3	-1	-1.1	0.7	17	-2	1.5	90
CC(Cc1ccccc1)C(=O)N1CCN(C)CC1 (stereo not drawn)	1	0	-11	3	0.8	0.3	6	-4	0.3	102
O=C(Nc1ccccc1)c1cc(C2CCCCN2S(=O)(=O)c2cccs2)on1 (stereo not drawn)	-2	1	-2	6	-2.6	-1.1	11	-3	-0.1	99
CC1CCCN(C(=O)COC(=O)c2n[nH]c3ccccc23)C1 (stereo not drawn)	-2	-14	3	4	-1.7	-2.4	5	2	0.4	91
COc1ccc(N2CCN(C(=O)C3CCCO3)CC2)cc1 (stereo not drawn)	2	2	1	3	-2.7	-1.5	6	2	-0.2	96
Clc1c(CSc2nc3ccccc3o2)nc2sccn12	-2	-6	-3	-1	0.6	-1.5	-5	-3	-0.2	98
Cc1ccc(C(=O)N2N=C(c3ccccc3O)CC2c2ccccc2)cc1 (stereo not drawn)	-4	1	-5	0	0.6	-0.1	2	-5	0.0	94
CCOc1ccccc1NC(=O)NNC(=O)c1ccc2ccccc2c1	3	-1	-4	3	-5.7	0.1	6	-6	-0.1	96
Cc1ccc2[nH]c(=O)c(CN(Cc3cccs3)S(=O)(=O)c3ccc4c(c3)OCCO4)cc2c1	-1	-5	-4	-7	-0.7	0.1	15	0	0.2	96
Cn1c(=O)c2sccc2n2c(CCCC(=O)NCCc3ccc(S(N)(=O)=O)cc3)nnc12	1	3	-5	-4	0.7	-0.4	-4	-4	0.1	171
NNC(=O)c1oc2nc(-c3ccc(Cl)cc3)cc(-c3ccccc3)c2c1N	0	4	-10	-4	-1.8	-0.1	4	1	-0.1	109
CC(C)CNC(=O)CSc1ccc(S(=O)(=O)N(C)C2CCCCC2)cn1	-4	-5	0	0	-3.0	-0.4	3	5	-0.1	97
O=C(CN(Cc1ccc(F)cc1)C(=O)CNS(=O)(=O)c1ccc(F)cc1)NCC1CCCO1 (stereo not drawn)	0	-5	-2	-3	-1.8	0.5	7	-7	-0.1	97
Oc1ccc(N=Nc2ccccc2)o1	20	-17	41*	15	-0.3	0.4	2	1	0.1	103
Clc1ccccc1CN1CCN(c2ncccn2)CC1	0	-1	3	-1	1.7	0.1	0	28*	0.1	98
CC(C)(C)NC(=O)C1CCN(C(=O)c2ccc(-c3ccccc3)cc2)CC1	-3	4	0	0	-1.2	0.6	3	-7	-0.1	118
COCCn1c(-c2ccc3ccccc3c2)nc2c1c(=O)[nH]c(=O)n2CC(C)C	-1	10	7	20	3.0	-0.3	16	-5	-0.1	99
Cc1[nH]c(=O)c(C#N)c(C)c1CCC(=O)NCc1ccc(Cl)cc1	1	6	7	4	-0.9	0.4	1	-5	0.1	104
Later entries:
SMILES	Glyco luc inh	Cardio protect	ABHD5 PLIN5 PPI	Exocytosis inh	MC4R ag barr	hiPSC survival	MC4R antagonist	m5-HT2A agonist	aDG glyco act	ABCB6 inh MLPCN
Cc1cc(C)n(Cc2ccc(Cl)c(Cl)c2)c(=O)c1S(=O)(=O)c1ccccc1	-1	-5	2	-1	-0.7	-1.3	13	0	0.2	98
CCOC(=O)c1c(C)[nH]c(C(=O)OCC(=O)N(CC(C)C)C2CCS(=O)(=O)C2)c1C (stereo not drawn)	1	-13	-1	-1	-2.7	-0.5	-3	11	0.1	92
Cc1ccccc1OCCC(=O)OCC(=O)Nc1ccc(N2CCOCC2)cc1	0	0	11	1	-3.1	-0.3	4	4	0.1	94
COc1ccc(-c2cc(-c3c(O)c(OC)c4occc4c3OC)[nH]n2)cc1	-2	-9	2	-1	2.8	0.6	2	7	-0.3	96
Cc1c(-c2ccccc2)[n+](=O)c2c(n1[O-])CCCCC2	3	4	0	-4	-2.4	-1.0	2	2	-0.1	100
CCCc1nc2ccc(C)cn2c1Cc1cccc(Cl)c1	-2	-7	4	-2	/	0.1	/	-2	0.2	88
CCC(C)[C@H](NC(=O)C1CC(=O)N(c2ccc3c(c2)OCCO3)C1)C(=O)NC1CCCC1 (stereo partly drawn)	1	1	-10	9	-2.8	-0.5	3	-5	-0.2	106
COC(=O)C1=C(C)N(C)C(=O)NC1c1ccc(O)c(OC)c1 (stereo not drawn)	0	5	8	3	-1.1	-0.4	5	0	0.0	101
Cc1ccc(S(=O)(=O)N2CCN(C(=O)COC(=O)c3cccnc3Cl)CC2)c(C)c1	3	1	1	4	-1.2	0.4	12	6	0.0	98
CC(=O)NCCOc1nc(N(C)C)nc(N(C)C)n1	1	1	1	4	-0.6	2.6	2	-1	-0.1	103
CN(CC(=O)Nc1ccccc1Br)C(=O)c1cccnc1Nc1cccc(C(F)(F)F)c1	-3	-6	-4	11	1.2	0.2	1	-3	0.0	99
Cn1c(=S)[nH]c2scc(-c3cccs3)c2c1=O	7	-18	0	3	-1.3	-0.5	26	3	0.1	98
O=c1c2ccccc2cnn1Cc1n[nH]c(=S)n1-c1cc(Cl)cc(Cl)c1	5	5	9	-3	-0.9	-1.9	-5	1	-0.2	96
Cc1ccc(NC(=O)N2CCCn3c(SCC(=O)c4ccccc4)nnc32)cc1	0	-2	0	11	1.4	-0.6	6	3	0.1	101
Cc1nc(SCC(=O)O)c(C#N)c(-c2ccco2)c1C(=O)N(C)C	1	-4	3	-3	-2.3	-0.4	2	-5	0.2	94
CCCCc1c(-c2ccccc2OC)ncn1CCc1cccc(F)c1	/	/	7	15	/	-0.4	/	-8	0.4	121
O=C1NC(c2ccccc2)(C(F)(F)F)SC2=CCCCCN12 (stereo not drawn)	0	4	-4	8	0.5	-2.2	7	-3	0.2	106
CCOC(=O)C1CCCN(c2ncnc3c2cnn3-c2cccc(C)c2)C1 (stereo not drawn)	-8	1	-4	-2	2.4	0.5	-4	-3	0.5	89
CC[n+]1c(-c2ccccc2)csc1Nc1c(C)n(C)n(-c2ccccc2)c1=O	-2	-5	4	32	-3.5	2.1	6	6	-0.5	105
O=C(Nc1ccc(S(=O)(=O)N2CCOCC2)cc1)c1cccc(Br)c1	2	-3	-6	-8	-2.4	-0.4	4	1	0.0	97
COC(=O)c1cc(Cl)c(NS(=O)(=O)c2ccccc2)cc1OC	-1	11	6	-2	-0.9	0.2	11	1	-0.1	88
Cn1c(CNC(=O)C(Cc2ccccc2)NC(=O)c2ccccc2F)cc(=O)n(C)c1=O (stereo not drawn)	0	0	-7	0	-2.6	0.0	0	0	0.4	103
CN1CCN(CC(=O)NC(=O)NC2CCCCC2)CC1	-1	6	-1	1	-0.1	0.9	2	-2	0.0	108
CCOC(=O)NC(=O)c1cn(Nc2ccccc2)c(=O)[nH]c1=O	4	7	1	4	1.5	-0.8	12	-2	-0.1	103
O=C(c1ccc(S(=O)(=O)Nc2ccccc2Cl)cc1)N1CCCC1	-1	-12	0	-3	1.0	-1.6	10	2	-0.4	101
Continued.
SMILES	Glyco luc inh	Cardio protect	ABHD5 PLIN5 PPI	Exocytosis inh	MC4R ag barr	hiPSC survival	MC4R antagonist	m5-HT2A agonist	aDG glyco act	ABCB6 inh MLPCN
CC1CCN(C(=O)CSC2=NS(=O)(=O)c3cc(F)ccc3N2)CC1	-3	-5	-8	-4	0.3	1.0	-3	-1	-0.1	102
O=C(C1CCCCC1)N1C[C@@H](n2cc(-c3ccc(F)cc3)nn2)[C@H](O)C[C@@H]1c1ccc(Cl)cc1	3	-15	-9	4	12*	-2.3	9	0	0.0	99
Cc1nc2ccccc2nc1Nc1cccc(Cl)c1	6	-7	10	4	-0.3	-0.1	1	-3	0.2	93
Cc1ccc(S(=O)(=O)CCc2nc3ccccc3[nH]2)cc1C	-3	4	10	1	-0.2	0.4	14	-2	0.0	97
Cc1ccc(N2CCC(N3CCN(C)C(CCO)C3)CC2)cc1 (stereo not drawn)	4	4	0	4	-2.3	1.1	0	-8	0.0	112
CCCCNC(=O)c1nc(-c2cccnc2OC)oc1-c1ccc(Cl)cc1	/	/	3	5	/	/	/	-5	0.3	/
O=C(CSCc1ccccc1)N1CCN(S(=O)(=O)c2cccc(F)c2)CC1	0	-1	-7	-8	-3.0	1.7	11	-7	-0.1	98
COc1cccc(-c2nnc(NC(=O)c3cccc(F)c3)o2)c1	3	44	2	10	-0.9	-1.3	7	6	0.3	96
C/C(Cl)=C/CSc1nn2c(=O)c3ccccc3nc2s1	-3	2	3	-9	0.9	-2.7	3	-2	0.0	83
CC(=O)Nc1ccc(C(=O)NNC(=O)C2CC2)cc1	2	0	3	0	-3.2	-0.3	8	-2	-0.1	96
CC(NS(=O)(=O)c1ccc(Br)cc1)C(=O)Nc1nc2ccccc2[nH]1 (stereo not drawn)	0	13	2	-9	-0.5	0.0	6	1	0.2	95
CC(C)NC(=O)C1(C)CSCC(=O)N1Cc1cccs1 (stereo not drawn)	/	/	2	-2	/	/	/	8	0.4	/
CN(C(=O)CSc1nc2c(c(=O)[nH]1)CCC2)c1ccccc1	-1	44	3	9	-3.2	0.3	9	-3	0.2	104
CCC(C)c1ccc(C(CC)NC(=O)C2CCCO2)cc1 (stereo not drawn)	-4	-8	5	1	-0.4	-0.2	6	6	0.1	102
COCCn1c(SCC(=O)c2ccc(Cl)cc2)nnc1C(C)C	4	8	11	4	-1.7	2.5	0	-3	-0.2	95
CCC(CC)NC(=O)Nc1ccccc1C(F)(F)F	-2	3	6	-2	-1.0	-0.5	13	-1	0.1	94
CCC(=O)N1c2ccccc2-c2nnc(SC)nc2OC1c1ccc(OC)c(OC)c1 (stereo not drawn)	-1	11	-2	-2	-0.8	2.3	7	-4	-0.2	107
